# Screening results (PubChem)
# APE1 inh: blocks human APE1 abasic DNA cleavage. recombinant APE1, TAMRA/BHQ-2 abasic DNA cleavage fluorescence. P27695. AID 2517. Potency, µM (series often up to 65.8 µM), inactives show at the highest dose activity change, negative = inhibition, usual class: inhibitors. 350,000 compounds, 0.35% hits;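 further: potency means the concentration at half of the fitted maximal effect; plate controls were vehicle for no effect and reference inhibitor for full effect; nearly all actives have a fitted effect of over 55% in size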
#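 Enzyme (0.75 nM final) and test compound are incubated 15 min at room temperature before adding 50 nM quenched THF abasic-site duplex. Cleavage dequenches TAMRA, followed at 525/598 nm over three reads one minute apart.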
# Glioma ERSR ind: ER stress response induction in glioma. U87-MG GRP78 promoter luciferase reporter, 16 h. Potency, µM, for inactives: at the highest dose activation, usual class: activators. 420,000 compounds, 0.02% hits. AID 602332; further: potency means the concentration at half of the fitted maximal effect; series mostly up to about 76 µM; % of control where 0% means no effect; nearly all actives have a fitted effect of over 35% in size
#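 Stably transfected U87-MG glioma cells carrying a GRP78-based luciferase sensor; 16 h compound incubation. Luminescence end-point read 10 min after Bright-Glo addition at room temperature.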
# Pol iota inh: blocks human DNA polymerase iota activity | 390,000 compounds, 1% hits | Pol iota fluorescent replication assay, 10 min | AID 588590 | Q9UNA4 | Potency, µM (highest dose often 115 µM), inactives show top-dose activity, negative = inhibition, hits mostly inhibitors; further: potency means the concentration at half of the fitted maximal effect
#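 Pol iota at 10 nM preincubated 15 min with compounds at room temperature; reaction started with fluorescent substrate, 50 nM final. Fluorescence read kinetically at 0 and 10 min; buffer-only wells as negative control.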
# LDHA inh: LDHA (human) enzyme inhibition; activity change, % (values are at about 110 or 230 µM); 480,000 compounds, 0.15% hits; AID 1347041; purified LDHA, NADH/diaphorase-resazurin fluorescence; stronger effect = lower value; P00338; in the data active means activity change below about -30%; inconclusive means mostly about -25% to -30%;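 further: plate controls were DMSO wells for no effect and wells without enzyme for full effect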
#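 Remaining NADH was detected by diaphorase (0.133 mg/mL) converting 37 µM resazurin to fluorescent resorufin, read at 0 and 20 minutes. The preceding 5-minute room-temperature reaction used 2 nM LDHA, 0.2 mM sodium pyruvate and 0.06 mM NADH at pH 7.4.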
# POLB inh: blocks human DNA polymerase beta activity; Pol beta primer extension/strand displacement, fluorescence kinetic; P06746; Potency, µM (doses to about 114 µM), for the others: at the top dose activity change, negative = inhibition, hits mostly inhibitors; 340,000 compounds, 1.3% hits; AID 485314; further: potency means the concentration at half of the fitted maximal effect; on the % scale 0 is the no-effect control and ±100 the full control effect
#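 Kinetic readout of DNA synthesis with strand displacement by Pol beta. Compound and 10 nM enzyme sit 15 min at room temperature; 50 nM substrate starts the reaction, read immediately and at 10 min.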
# BLM helicase inh: inhibitors of human Bloom syndrome helicase BLM. P54132. recombinant BLM DNA unwinding, fluorescence dequenching. Potency, µM (top dose mostly 56.1 µM), for the others: at the top dose activity change, negative = inhibition, most hits filed as inhibitors. 350,000 compounds, 0.2% hits. AID 2528;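 further: potency means the concentration at half of the fitted maximal effect; plate controls were vehicle for no effect and no enzyme for full effect; nearly all actives have a fitted effect of over 35% in size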
# Target sequence (P54132 whole entry, looked up): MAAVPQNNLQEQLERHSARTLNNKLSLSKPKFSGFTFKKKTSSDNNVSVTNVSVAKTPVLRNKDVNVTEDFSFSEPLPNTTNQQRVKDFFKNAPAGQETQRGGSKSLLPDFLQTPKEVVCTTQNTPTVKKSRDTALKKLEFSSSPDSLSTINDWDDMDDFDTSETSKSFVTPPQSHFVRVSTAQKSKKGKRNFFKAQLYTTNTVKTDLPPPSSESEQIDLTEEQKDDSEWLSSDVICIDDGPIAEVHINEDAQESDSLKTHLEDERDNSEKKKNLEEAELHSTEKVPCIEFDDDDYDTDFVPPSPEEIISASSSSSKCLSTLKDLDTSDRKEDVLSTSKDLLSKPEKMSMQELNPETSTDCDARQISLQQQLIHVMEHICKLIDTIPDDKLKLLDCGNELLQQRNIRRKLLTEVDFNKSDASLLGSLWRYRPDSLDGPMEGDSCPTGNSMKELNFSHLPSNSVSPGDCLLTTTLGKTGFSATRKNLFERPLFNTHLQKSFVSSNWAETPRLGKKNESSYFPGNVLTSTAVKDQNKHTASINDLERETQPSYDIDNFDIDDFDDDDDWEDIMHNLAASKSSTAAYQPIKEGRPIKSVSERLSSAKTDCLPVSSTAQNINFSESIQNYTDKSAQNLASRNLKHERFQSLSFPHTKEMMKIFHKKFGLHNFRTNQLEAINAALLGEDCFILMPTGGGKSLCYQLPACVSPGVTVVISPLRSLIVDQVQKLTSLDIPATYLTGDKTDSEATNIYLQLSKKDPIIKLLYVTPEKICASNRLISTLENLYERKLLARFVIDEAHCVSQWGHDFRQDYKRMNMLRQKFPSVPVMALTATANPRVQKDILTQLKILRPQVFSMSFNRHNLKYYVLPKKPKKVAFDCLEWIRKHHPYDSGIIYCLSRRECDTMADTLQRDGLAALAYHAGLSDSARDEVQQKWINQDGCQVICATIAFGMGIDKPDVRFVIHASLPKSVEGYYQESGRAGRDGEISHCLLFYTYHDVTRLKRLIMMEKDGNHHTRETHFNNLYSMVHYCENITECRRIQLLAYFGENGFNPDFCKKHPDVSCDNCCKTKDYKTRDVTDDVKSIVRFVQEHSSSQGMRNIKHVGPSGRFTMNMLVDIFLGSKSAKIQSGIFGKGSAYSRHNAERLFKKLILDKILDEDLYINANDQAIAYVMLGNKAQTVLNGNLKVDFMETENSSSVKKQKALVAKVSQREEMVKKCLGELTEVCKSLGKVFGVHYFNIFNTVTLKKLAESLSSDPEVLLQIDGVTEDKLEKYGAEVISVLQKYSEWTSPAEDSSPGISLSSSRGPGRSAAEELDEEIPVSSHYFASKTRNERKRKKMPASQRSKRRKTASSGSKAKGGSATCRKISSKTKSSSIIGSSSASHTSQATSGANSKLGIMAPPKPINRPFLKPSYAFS
# POLK inh: DNA polymerase kappa (human) inhibition | Q9UBT6 | purified Pol kappa, fluorescent DNA synthesis assay, 10 min | Potency, µM (titrated, usually from 107 µM), inactives show at the highest dose activity, negative = inhibition, hits mostly inhibitors | 400,000 compounds, 0.53% hits | AID 588579; further: potency means the concentration at half of the fitted maximal effect; on the % scale 0 is the no-effect control and ±100 the full control effect
#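 Activity was followed as the change in fluorescence between reads at 0 and 10 min after starting the reaction with 50 nM substrate. Beforehand, 10 nM polymerase had been preincubated with compound for 15 min at room temperature.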
# Pol eta inh: inhibitors of human DNA polymerase eta; Q9Y253; recombinant Pol eta, fluorescent DNA replication assay; Potency, µM (highest dose often 114 µM), inactives show at the top dose activity change, negative = inhibition, most hits filed as inhibitors; 390,000 compounds, 1.2% hits; AID 588591; further: potency means the concentration at half of the fitted maximal effect; on the % scale 0 is the no-effect control and ±100 the full control effect
#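 Fluorescent replication assay: 50 nM final substrate added after a 15 min room-temperature compound preincubation with 10 nM enzyme. Signal taken at 0 min and again at 10 min.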
# Anesthetic bind: binds horse apoferritin like a general anesthetic. Potency, µM (top dose mostly 77.5 µM), inactives show top-dose activity change, negative = displacement, actives largely listed as inhibitors. AID 485281. 350,000 compounds, 0.074% hits. apoferritin/1-aminoanthracene competitive binding, fluorescence; further: potency means the concentration at half of the fitted maximal effect; on the % scale 0 is the no-effect control and ±100 the full control effect; nearly all actives have a fitted effect of over 20% in size
#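 Steps: apoferritin (10 uM) was premixed with half-saturated 1-AMA in PBS, compounds were pin-transferred, plates stood 10 min at room temperature, fluorescence was read at 380/535 nm, and curves were fitted with a Hill equation.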
# Starred values were filed as active, the others as inactive; ? = inconclusive; . = no result given; & = joins results of further samples; [ ] = dose if it differs, or a comment. Unless noted, the call rests on the fitted dose curve; in most records, active means well fitted curve in the direction sought with a large enough effect; inconclusive means small, poorly fitted or top-dose-only effect, or another doubt; inactive means no such curve, though single readings can be large; an effect the other way counts as inactive or inconclusive. Only part of the results is shown. The share of hits here may be higher or lower than overall.
# Screens in order – Anesthetic bind | APE1 inh | LDHA inh | POLB inh | POLK inh | Pol iota inh | Pol eta inh | Glioma ERSR ind | BLM helicase inh
- Cc1cccc(-n2cc[nH]c2=S)c1C
 : -1% | 2% | -4 | -18%[57.1 µM] | 2% | 17% | -15% | 0% | -1%
- COC(=O)c1ccc(CNC(=O)CN(CCC(C)C)S(=O)(=O)c2ccc3c(c2)OCCO3)cc1
 : 1% | 4% | 5 | 13% | -11% | 0% | ? | -4% | -7%
- O=C(COC(=O)CCC(=O)c1ccc(F)cc1)Nc1cccc(S(=O)(=O)N2CCCC2)c1
 : ? | -1% | -4 | 3% | -3% | 13% | -9% | -1% | -4%
- COc1cc[n+]([O-])cc1[N+](=O)[O-]
 : . | . | -8 | . | 1% | -17% | -10% | -5% | .
- Cc1ccc(S(=O)(=O)CC(=O)N2CCOCC2)cc1
 : -2% | 10% | -8 | 1% | 1% | 175%[activator] | -16% | 3% | 3%
- CC(=O)n1cc(C(C[N+](=O)[O-])SCCN)c2ccccc21 (stereo unspecified)
 : ? | -6% | 7 | 10% | -16% | 6% | -8% | -9% | 0%
- CCN1CCN(CCNC(=O)C2CCN(Cc3nc(-c4ccc(Cl)cc4)oc3C)CC2)CC1
 : -7% | 6% | . | -2% | . | . | . | . | 2%
- Cc1cc(C(=O)N/N=C/c2cccn2C)n[nH]1
 : -3% | 1% | -5 | 0% | 9% | 117%[activator] | -13% | 9% | -1%
- CCCC1(C(=O)OCC)NC(c2ccco2)C2C(=O)N(C)C(=O)C21 (stereo unspecified)
 : -5% | -1% | -8 | 5% | -7% | 46%[activator] | 4% | -4% | 0%
- Cc1ccc(C(=O)Nc2nnc(-c3ccncc3)s2)o1
 : -9% | -1% | -8 | 32% | -2% | 4%[58.9 µM] | -20% | -1% | 0%
- O=C(CCc1ccccc1)N1CCc2c([nH]c3ccccc23)C1c1ccc(Cl)cc1 (stereo unspecified)
 : 14% | . | -7 | 14% | -8%[60.1 µM] | -12% | -5% | -6% | -9%
- Nc1nc2c(nc(Br)n2[C@@H]2O[C@@H]3COP(=O)(O)O[C@H]3[C@H]2O)c(=O)[nH]1
 : . | . | -12 | . | -15% | -4% | -15% | -3% | .
- O=C(NCCCN1CCOCC1)c1ccccc1NS(=O)(=O)c1ccc(F)cc1
 : -4% | -4% | -6 | -5% | -5% | 105%[activator] | -18% | -2% | 0%
- Cc1ccccc1OCCCC(=O)Nc1ccc2c(c1)OCO2
 : -3% | 6% | -2 | -2% | -13% | 20% | -7% | 10% | -9%
- CCOC(=O)[C@@H]1[C@H]2COc3cc(OC)ccc3[C@@H]2N2C(=O)N(c3cccc(F)c3)C(=O)[C@]12C
 : -7% | 12% | -2 | 4% | -5% | -14% | -9% | -2% | -6%
- Cc1ccc(S(=O)(=O)N2CCN(CCc3ccncc3)CC2)cc1
 : . | 34% | -6 | . | -17% | 27% | -12% | -2% | .
- Cc1cccc(C)c1OCC(O)CNC(C)c1ccccc1 (stereo unspecified)
 : -4% | 10% | -3 | 17% | -9% | 138%[activator] | -7% | -6% | -1%
- O=c1oc(-c2ccccc2NS(=O)(=O)c2ccccc2)nc2ccccc12
 : 32%[activator] | 0% | -7 | 23% | -7% | -7% | -5% | 2% | -2%
- Cc1cc2c(cc1C)N(C(=O)CCl)CCN2C(=O)CCl
 : . | . | 3 | . | -4% | 23% | ? | -14% | .
- COc1cccc(N2C(=O)C(O)=C(C(C)=O)C2c2ccc(OC)c(OC)c2)c1 (stereo unspecified)
 : -3% | 23% | -3 | 3% | -5% | 5% | 1% | 0% | -16%
- CC(C(=O)NCc1cccs1)N1CCN(S(=O)(=O)c2ccc3c(c2)OCCCO3)CC1 (stereo unspecified)
 : . | 20% | -7 | . | -7% | 25% | -6% | -2% | .
- COc1cc2c(cc1OC)C(c1cccc(C)c1)CC(=O)N2 (stereo unspecified)
 : -3% | 4% | 2 | -1% | 3% | -27% | -13% | -3% | -5%
- Cc1ccc(-n2nc(C)c(=O)c(-c3ccccc3)c2NC(=O)c2cccs2)cc1
 : -5% | 0% | 2 | 1% | 0% | 9% | -4% | -4% | -2%
- CC(C)(C)NC(=O)NC(=O)COC(=O)c1cc[n+]([O-])cc1
 : -7% | -3% | -9 | 5% | -3% | 46%[activator] | -19% | 0% | -1%
- CCOC(=O)N1CCN(C(=O)C(c2ccccc2)c2ccccc2)CC1
 : -7% | 4% | -3 | -1% | -7% | 23% | -7% | -5% | -1%
- O=C(CCCc1ccccc1)Nc1nnc(C(F)(F)F)s1
 : -23% | -8% | -6 | 11% | -8% | 53%[activator] | -23% | -3% | -4%
- CCCOc1ccc(N2CC(C(=O)Nc3ccccc3C(=O)NC)CC2=O)cc1 (stereo unspecified)
 : -4% | 7% | 2 | -24% | -2% | 4% | -26% | -3% | -4%
- Cc1onc(-c2c(F)cccc2Cl)c1C(=O)Nc1ccc(S(=O)(=O)Nc2ncccn2)cc1
 : -8% | 28% | -2 | 17% | -3% | -11% | -13% | -1% | -1%
- COc1ccc(C2CC(=O)Oc3cc(OC)c(OC)c(OC)c32)cc1 (stereo unspecified)
 : 1%[110 µM] | 24%&-2% | 0 | . | 13%&-14% | 13% | -23% | -2%&-5% | 1%[75.6 µM]
- O=[N+]([O-])c1ccccc1OCCCOc1cccc2cccnc12
 : -22% | -1% | -1 | 2% | 3% | 7% | -19% | 7% | -2%

# Full records as entered above. Order of screens: Anesthetic bind | APE1 inh | LDHA inh | POLB inh | POLK inh | Pol iota inh | Pol eta inh | Glioma ERSR ind | BLM helicase inh
# `Cc1cc2c(cc1C)N(C(=O)CCl)CCN2C(=O)CCl` as listed: . | . | 3 | . | -4% | 23% | ? | -14% | .
# `Cc1ccc(-n2nc(C)c(=O)c(-c3ccccc3)c2NC(=O)c2cccs2)cc1` as listed: -5% | 0% | 2 | 1% | 0% | 9% | -4% | -4% | -2%
# `CCOC(=O)N1CCN(C(=O)C(c2ccccc2)c2ccccc2)CC1` as listed: -7% | 4% | -3 | -1% | -7% | 23% | -7% | -5% | -1%

# (further entries)
# Screens in order – Anesthetic bind | APE1 inh | LDHA inh | POLB inh | POLK inh | Pol iota inh | Pol eta inh | Glioma ERSR ind | BLM helicase inh
- Cc1nc2c(-c3ccc(F)cc3)c(C)nn2c(C)c1CCC(=O)N1CCN(c2ccccn2)CC1
 : -8% | ? | -6 | 3% | -7% | 5% | -21% | -5% | -1%
- CCOc1ccc(S(=O)(=O)NCCN2CCOCC2)c2ccccc12
 : -12% | 0% | -2 | 18% | -12%[60.1 µM] | -10% | -3% | -1% | 2%
- COc1ccc(-c2nc3n(n2)C(c2ccccc2)C2=C(CCCC2=O)N3)cc1OC (stereo unspecified)
 : 4% | -3% | -7 | 10% | -12% | 3% | -4% | -4% | -3%
- Fc1ccccc1NC(=S)N(CCCN1CCOCC1)Cc1cccnc1
 : -5% | 0% | -9 | 23% | 0% | 39%[activator] | -1% | -2% | -6%
- COc1cccc(N2CCN(c3ccc4nnc(CCC(=O)O)n4n3)CC2)c1
 : -10% | . | 4 | 7% | -7% | 2% | -15% | -2% | 0%
- CC(C)(C)S(=O)N1Cc2cc(CO)cc(CCO)c2[C@@H]1CCO (stereo partly specified)
 : . | . | 5 | . | -6% | 3% | -5% | 1% | .
- O=C(O)c1cccnc1SC1CC(=O)N(c2cccc3ccccc23)C1=O (stereo unspecified)
 : -4% | -4% | . | 1% | . | . | . | . | 1%
- CCN1CCN(C(=O)C(C)Nc2cc(Cl)c(OC)cc2OC)CC1 (stereo unspecified)
 : -5% | 12% | 13 | 15% | 0% | 22% | -14% | 0% | -5%
- Cc1ccc(-c2nnc3ccccc3c2C(=O)Nc2cccc(Cl)c2)cc1
 : -20% | . | 4 | -7% | 5% | -18% | 8% | 4% | 0%
- O=C1C(c2ccc(C(F)(F)F)cc2)=C(Nc2ccc(Cl)cc2)c2ccccc21
 : -9% | . | -3 | 14% | 1% | 6% | -6% | -3% | -1%
- Cc1ccccc1NC(=O)c1ccc(-c2ccc(Cl)cc2Cl)o1
 : -14% | 9% | 3 | 0% | -12% | 8% | -19% | 8% | -12%
- COc1ccc(CCC(=O)NCc2ccc3c(c2)CCN3C(=O)c2ccc(F)cc2)cc1
 : -4% | . | -13 | 21% | -4%[60.1 µM] | 10% | -12% | -4% | 0%
- S=C(Nc1ccc(Cl)cc1)NC1CC2CCCC(C1)N2C1CCCC1 (stereo unspecified)
 : -12% | 3% | 1 | 20% | -15% | 54%[activator] | -10% | 1% | -3%
- CC1=NN(C(=O)CCc2ccc3c(c2)OCO3)C(O)(C(F)(F)F)C1 (stereo unspecified)
 : ? | -6% | 0 | -1% | -4%[60.1 µM] | 35%[activator] | -21% | -3% | -1%
- COc1ccccc1NC(=O)c1cc2ccccc2o1
 : -1% | -2% | -5 | 1% | -10% | 6% | -13% | 4% | 0%
- Cc1ccc(C(=O)O)cc1-n1c(=O)n(Cc2ccccc2)c(=O)c2[nH]cnc21
 : 1% | 28% | -4 | 86% | -3% | 114%[activator] | -18% | -4% | 1%
- CN(C)S(=O)(=O)c1ccc(N2C(=O)CC2(/C=C/c2ccccc2)C(=O)NC2CCCC2)cc1 (stereo unspecified)
 : -6% | -1% | 3 | -15% | -3% | -20% | -15% | -4% | -2%

# Among those listed so far, 2 contain a thiophene ring, fused or not.
# Screens in order – Anesthetic bind | APE1 inh | LDHA inh | POLB inh | POLK inh | Pol iota inh | Pol eta inh | Glioma ERSR ind | BLM helicase inh
- CC(C(=O)NCc1cccs1)N1CCN(S(=O)(=O)c2ccc3c(c2)OCCCO3)CC1 (stereo unspecified)
 : . | 20% | -7 | . | -7% | 25% | -6% | -2% | .
- Cc1ccc(-n2nc(C)c(=O)c(-c3ccccc3)c2NC(=O)c2cccs2)cc1
 : -5% | 0% | 2 | 1% | 0% | 9% | -4% | -4% | -2%
